IEC-6 cytotox: kills IEC-6 intestinal cells in KLF5 counter-screen | inhibition, % at 5 µM | actives 0.78% (n = 290,000) | IEC-6 cytotoxicity, luminescence viability | AID 1825; in the data active = inhibition above about 22%;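 note: 0% = plate median of test compound wells and 100% = cytotoxic reference compound wells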
KLF5 inhibitor: inhibitors of KLF5 expression; actives 0.23% (n = 290,000); AID 1700; DLD-1 KLF5 promoter-luciferase reporter, luminescence; inhibition, % at 5 µM;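 active = inhibition above a per-plate limit of that plate's mean compound inhibition plus 3 SD, cut at about 60% in these data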;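 note: 0% = DMSO wells and 100% = LY294002 at 200 µM; higher means less KLF5 promoter-driven luciferase light; inactives centre near -14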
HIF activator: HIF pathway transcriptional activation | actives 0.32% (n = 300,000) | U2OS HRE-luciferase reporter, luminescence; normalized: DMSO 0%, desferrioxamine 100% | AID 1910 | activation, % at 7.5 µM (by protocol);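 active = mean activation of at least 10% of the iron chelator positive control signal, with at least half of replicates also reaching 10%; inconclusive = mean and replicate majority disagree about reaching 10%; inactive = mean and most replicates under 10%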
Platelet DG rel: platelet dense granule release activity; human platelet-rich plasma, SFLLRN dense granule ATP release, luminescence; inhibition, %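 (compounds screened at 7.5 µM in platelet-rich plasma)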; actives 0.22% (n = 300,000); AID 1663;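 active = mean replicate score, as percent of positive control, at or above 50; inconclusive = mean below 50 but at least one replicate at or above 50; inactive = mean and every replicate below 50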
aSyn UTR inh: 5' untranslated region of α-synuclein, MLPCN primary screen; inhibition, % (tested at 7.5 µM); alpha-synuclein 5'UTR reporter, inhibitor activity; actives 0.82% (n = 300,000); in the data active = inhibition above about 60%; inconclusive = no clear call, values can overlap the other calls;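 note: H4 neuroglioblastoma cells stably carrying SNCA 5'UTR luciferase fusion; 0% = DMSO wells and 100% = positive control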
SKKanGAS inh: inhibitors of SKKanGAS S. pyogenes growth in kanamycin (SK-promoter or general growth effect) | actives 1.3% (n = 300,000) | AID 1662 | BacTiter-Glo, 6 h | inhibition, % at 7.5 µM;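 active = mean replicate score, as percent of positive control median, at least 50; inconclusive = mean below 50 but one replicate at or above 50; inactive = mean and every replicate below 50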;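 note: strain carries kanamycin resistance gene driven by streptokinase promoter and grows in 40 µg/ml kanamycin; loss of luminescence reflects streptokinase promoter inhibition or plain growth inhibition; 0% = median of DMSO wells and 100% = positive control at its reference dose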
HSP90 inh: HSP90 refolding inhibition in rabbit reticulocyte lysate. luciferase refolding luminescence, 3 h. inhibition, % at 5.6 µM. actives 0.91% (n = 290,000). AID 1789;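 active = inhibition above the screen-wide mean plus 3 SD, computed separately per campaign, cut at about 16% in these data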;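 note: 0% = DMSO wells and 100% = 60 µM geldanamycin wells; inhibitors lower the luminescence because luciferase stays unfolded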
HSF1 activator: increases HSF-1 driven luciferase reporter signal. activation, % at 9 µM. AID 504408. NIH3T3-HGL HSF-1 luciferase reporter, MG132, 8 h; 100% = twice DMSO control signal. actives 1.7% (n = 300,000);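 active = mean replicate activation of at least 50% with a set share of replicates each reaching 50%; inconclusive = only one of those two conditions met; inactive = mean below 50% and too few replicates reaching it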;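 note: 0% = median of the neutral control wells and 100% = twice that signal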
HSF1 inh: HSF1 inhibition | actives 0.77% (n = 300,000) | AID 2098 | activity change, negative = inhibition, % at 7.5 µM (by protocol) | NIH3T3-HGL HSE-luciferase, MG132-induced, luminescence 8 h; active compounds read low;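 active = more than half of replicate wells show activity change below -50%, luminescence cut by over half; inconclusive = some wells, but at most half, below -50%; inactive = no replicate well below -50%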;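 note: luciferase reports HSF-1 transcriptional activity via heat shock element; 0% = median of DMSO wells and -100% = zero luminescence signal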
AI-2 QS mod: modulates the Vibrio harveyi AI-2 quorum sensing system. Vibrio harveyi JMH597 AI-2 luminescence/OD600 ratio, 9 h; active compounds read low; strain lacks LuxN and CqsS sensors; 0 = neutral-control median. activity change, % at 7.5 µM. actives 0.4% (n = 300,000); in the data active = activity change below about -75%, passing the limit was not always enough; inconclusive = no clear call, values can overlap the other calls;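 note: luminescence divided by OD600 gain over 9 h not by final OD600 alone; inactives centre near 13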
An asterisk follows results filed as active; ? = inconclusive; / = not tested or not shown.

SMILES	IEC-6 cytotox	KLF5 inhibitor	HIF activator	Platelet DG rel	aSyn UTR inh	SKKanGAS inh	HSP90 inh	HSF1 activator	HSF1 inh	AI-2 QS mod
COC(=O)CSc1nc(N2CCOCC2)c2c(c1C#N)CC(C)(C)N(C)C2	4	-25	0.0	5	-1	-2	5	2	10	7
COc1ccc(NC(=O)Cn2ncn3nc(-c4ccc(OC)cc4)cc3c2=O)cc1	2	-39	0.5	-12	16	-6	0	-13	0	11
CCn1cc(S(=O)(=O)N2CCN(c3ccc(Cl)cc3)CC2)cn1	4	-8	0.0	-2	-4	-4	9	-8	0	9
Nc1ccccc1Sc1ccc(C(F)(F)F)cc1[N+](=O)[O-]	8	-7	-0.2	-15	38	29	3	2	10	9
O=C(CN1C(=O)S/C(=C/c2ccncc2)C1=O)N1CCOCC1	-3	-12	-1.0	-3	7	-1	1	1	-3	21
Cc1ccc(CCNC(=O)C23CN(Cc4ccccc4)CC2C(c2ccc([N+](=O)[O-])cc2)=NO3)cc1 (configuration not stated)	-3	0	0.0	1	10	18	0	16	5	0
CC1(C)SC2c3ccccc3C(=O)N2[C@@H]1C(=O)NCc1ccco1 (some centres not stated)	4	-8	-0.6	15	4	1	3	7	-5	10
COc1ccccc1NC(=O)CN1CCN(CC(=O)Nc2ccccc2Cl)CC1	-2	-7	-4.2	8	3	-3	-4	243*	157	14
CCOc1ccc(N2C(=O)/C(=C/c3ccccc3OCC(=O)OC)N(CC(=O)OC)C2=S)cc1	1	-11	0.0	4	4	3	7	18	2	-3
CCOc1cc(/C=C/c2cc(C(=O)O)c3ccccc3n2)ccc1OC	-2	-6	0.5	14	-10	8	-7	23	12	22
Cc1onc(-c2ccccc2)c1C(=O)Nc1ccc(N2CCOCC2)cc1	-3	-24	-0.2	-2	-7	-2	-3	-1	8	4
CCCCCn1c(CN2CCN(C(=O)OCC)CC2)nc2c1c(=O)[nH]c(=O)n2C	2	8	0.2	1	4	2	-1	-8	-2	15
CC(=O)c1cccc(NC(=O)C(C)OC(=O)CCCN=C2NS(=O)(=O)c3ccccc32)c1 (configuration not stated)	/	/	0.3	3	14	-1	/	-7	0	17
COc1ccc(NC(=O)CN(C)C(=O)C(C)Oc2ccc(Br)cc2)cc1 (configuration not stated)	/	/	-1.0	2	16	-20	/	4	0	31
CC(C)c1onc(C(=O)N2CCCCC2)c1[N+](=O)[O-]	4	-2	-0.4	9	1	3	3	-1	-3	21
COC(=O)c1ccccc1NC(=S)N(Cc1ccc2c(c1)OCO2)Cc1cc2cc(OC)ccc2[nH]c1=O	-2	-6	0.3	-2	0	28	2	21	9	9
CC1Cc2ccccc2N1C(=O)CSC1=NCCS1 (configuration not stated)	-5	-14	0.2	18	-29	17	-4	16	7	16
COc1ccc(Cl)cc1C(=O)NNC(=O)c1cccnc1	-4	-41	0.3	-1	14	-2	-3	-3	-2	39
CCOc1nc(Nc2ccc([N+](=O)[O-])cc2)nc(NC(C)(C)C)n1	0	-6	-1.1	8	30	-7	1	23	25	14
CCOC(=O)N1CCN(C(=O)CSC2=NS(=O)(=O)c3ccccc3N2)CC1	/	/	-0.7	-4	-2	1	/	-9	-14	10
Cc1cc(C)c2nc3sc(C(=O)N4CCOCC4)c(N)c3cc2c1	3	-15	-1.3	2	88*	-9	-3	-40	-33	7
O=C(CSc1nc(=O)n(CCCN2CCOCC2)c2c1CCC2)Nc1ccc(F)cc1	/	/	1.4	-4	4	-5	/	8	-7	20
CCCc1cc(=O)[nH]c(SCC(=O)N(CC(C)C)C2CCS(=O)(=O)C2)n1 (configuration not stated)	-12	-29	0.2	0	21	-6	-4	-2	-1	4
N#CCC(=O)Nc1ccc(C(=O)OCC(=O)N=c2sccn2Cc2ccccc2Cl)cc1	/	/	1.5	-1	0	16	/	-6	3	26
O=c1ccc(N=Nc2ccccc2)ccc1O	12	-19	0.5	37	-7	91*	3	-5	-9	-65
CCN(CC(=O)NCc1ccc(Cl)cc1)C(=O)Cc1ccccc1[N+](=O)[O-]	0	-21	-0.4	-9	19	-1	-1	-5	3	18
CC(C)c1ccc(NC2(C#N)C(=O)Nc3ccccc32)cc1 (configuration not stated)	-3	-10	-1.9	1	-7	-4	-4	-67	-61*	38
COc1ccccc1S(=O)(=O)Cc1ccc(C(=O)NC2CCCCCC2)o1	2	-20	-0.2	-4	20	-2	1	-9	-3	2
Nc1nc(-c2ccccc2)nn1C(=O)Cc1ccccc1	-4	-25	1.3	5	-25	1	3	-15	-14	15
Clc1ccc(C2Nc3ccccc3-n3cccc32)cc1 (configuration not stated)	10	-1	0.5	-13	-12	12	-2	38	10	15
CC(C)CCn1c(O)c(N=NC(=O)c2ccco2)c2ccccc21	-3	-4	-0.2	-8	10	0	-4	9	-2	20
Cc1ccccc1N(CC(=O)N/N=C/c1cc(C)n(-c2ccccc2C)c1C)S(C)(=O)=O	2	-13	/	/	/	-1	5	/	/	22
COc1ccc2c(c1OC)C(=O)OC2c1c(O)nc(SC)n(-c2ccccc2)c1=O (configuration not stated)	-7	-16	-0.2	0	-12	-7	1	-12	-11	10
CSc1ncccc1C(=O)OCC(=O)Nc1ccc2c(c1)OCO2	-1	4	-0.1	-4	-9	4	2	-6	2	7
CCOC(=O)c1cnc2c(cnn2C)c1Cl	-2	17	0.0	0	-5	1	4	-4	2	4
CN(C)CCCNc1ccc(S(N)(=O)=O)cc1[N+](=O)[O-]	-4	-8	-0.1	1	-8	-5	1	5	-9	6
Cc1ccc2[nH]cc(C(=O)CN3CCN(C)CC3)c2c1	1	2	-0.4	4	11	-3	-2	-3	-2	7
CC1=C(C(N)=O)C(c2ccccn2)n2nc(SCc3ccccc3)nc2N1 (configuration not stated)	1	-21	0.1	3	-7	4	3	3	-3	20
Cc1ccc(O)c(C(=O)c2cc(C#N)c(=O)n(CC3CCCO3)c2)c1 (configuration not stated)	4	13	-0.1	-7	2	5	-2	14	6	33
CC(=O)c1ccc(NC(=O)CNC2CCCCC2)cc1	6	4	-7.2	0	-5	-2	2	16	3	23
O=[N+]([O-])c1ccccc1CCc1cnc(Cl)s1	-6	-38	-0.3	6	-13	-1	1	-70	-63*	15
O=C(NCCc1ccccc1)C1CCN(c2ncccn2)CC1	-7	-21	1.1	-3	-54	-24	-2	-2	7	17
Cc1cccc(C(=O)NCc2ccco2)c1	-5	-49	-24	-3	-36	-2	1	37	6	23
Nc1ncnc2c1ncn2CCOc1ccccc1	2	-36	0.6	-3	-8	-3	0	-14	1	21
O=C(CSc1nc2cccnc2n1Cc1ccccc1)NCc1ccco1	1	-18	-0.6	5	17	1	0	7	5	-1
Cc1[nH]c2ccccc2c1/C=N/Nc1nc(Nc2ccccc2)nc(N2CCOCC2)n1	76*	-36	2.2	-2	7	5	-4	-12	-3	28
CC(=O)N1CCCC1(C(=O)O)c1ccccc1 (configuration not stated)	1	-22	-0.3	7	7	-8	6	1	0	3
CN(Cc1ccccc1)S(=O)(=O)c1ccc(Cl)c(C(=O)NCCCN2CCOCC2)c1	/	/	0.0	-10	-1	-12	/	1	-1	7
O=c1oc2ccccc2n1Cc1ccccc1	-4	-11	0.3	7	19	-2	-2	11	-1	-4
COC(=O)N/N=C/c1cc(Br)ccc1O	2	-21	0.1	6	-19	-5	-1	-10	-2	19
CC(C)(C)C(=O)Nc1c2c(nc3c1CCC3)CCCC2	4	-17	-0.3	-20	-6	1	2	8	-2	17
CCN1C(=O)C(NC(C)=O)c2cc(Br)ccc21 (configuration not stated)	5	11	-0.5	-2	9	-1	4	11	-7	11
CCCOc1ccc(NC(=O)C2CC(=O)N/C(=N/N=C(C)/C=C/c3ccc(N(C)C)cc3)S2)cc1 (configuration not stated)	3	1	1.1	0	-79	44	6	6	5	53
CCOC(=O)C1(Cc2cccc(Cl)c2)CCCN(C(=O)c2cc(C)[nH]n2)C1 (configuration not stated)	9	1	0.0	2	-3	-2	-2	-2	-4	34
COC(=O)[C@H](CCSC)NC(=O)Nc1cccc(Br)c1	2	-26	-0.2	-4	6	-3	-2	-7	-10	11
O=S(=O)(Nc1ccc(Cl)cc1)c1ccc(N2CCOCC2)c(NC(=S)NCCN2CCOCC2)c1	-1	-1	-2.9	-12	0	-1	2	14	0	26
Cc1cccc(Nc2ncc3c(n2)CC(C)CC3=O)c1 (configuration not stated)	-2	-7	1.9	8	-127	-12	0	41	23	11
Cc1cc(C)c(OCC(=O)N2CCN(c3ncc(C(F)(F)F)cc3Cl)CC2)c(C)c1	-6	-17	-0.3	9	-6	?	-3	-5	4	11
COCCn1c(=NC(=O)c2ccc3c(c2)OCO3)c(C#N)cc2c(=O)n3cccc(C)c3nc21	1	-28	0.0	1	-16	-3	0	20	1	23
CC1N(C)c2cc(NC(=O)c3cccs3)c(P(=O)(Nc3ccc([N+](=O)[O-])cc3)N3CCOCC3)cc2C1(C)C (configuration not stated)	-1	3	-1.6	0	12	25	-2	-9	1	14

Continuation:
SMILES	IEC-6 cytotox	KLF5 inhibitor	HIF activator	Platelet DG rel	aSyn UTR inh	SKKanGAS inh	HSP90 inh	HSF1 activator	HSF1 inh	AI-2 QS mod
CCN(CC)S(=O)(=O)c1ccc(C(=O)OCC(=O)NC2CCCC2)cc1	-10	-30	-14	1	-8	3	-3	-22	-4	29
COc1ccc(N(CC(=O)NCCC2=CCCCC2)S(=O)(=O)c2c(C)[nH]c(=O)[nH]c2=O)cc1	-1	-42	-0.6	-4	-1	2	-3	8	2	26
CCOc1ccc(-n2cnnn2)cc1S(=O)(=O)NCCc1ccc(OC)c(OC)c1	3	-20	-0.6	13	21	-2	-1	-13	2	18
O=C(O)Cn1cc(/C=C2\SC(=O)N(c3ccccc3)C2=O)c2ccccc21	-2	-4	0.7	2	-61	12	0	25	14	20
COC(=O)c1nn(-c2cccc(C(F)(F)F)c2)c(=O)cc1Sc1ccccn1	-4	-6	0.4	-2	-10	4	-4	-65	-52*	13
O=C(Cn1cc(C(F)(F)F)ccc1=O)N/N=C/c1ccccc1	0	-21	0.0	9	1	-3	0	-12	-3	16
C/C(Cn1nnc([N+](=O)[O-])n1)=N\NC(=O)c1ccccc1O	-1	-34	0.7	-1	18	5	2	-17	-19	32
Nc1ccc(N2CCOCC2)cc1C(F)(F)F	8	-27	-0.8	-3	17	-4	-1	-11	-11	7
Cc1cccc(-n2ncc(C(=O)NC3CCCC3)c2C2CCN(C(=O)OC(C)(C)C)CC2)c1	3	-60	-0.4	11	10	0	-3	6	-8	4
CCc1cccc2c(C(=O)COC(=O)c3ccc([N+](=O)[O-])s3)c[nH]c12	-3	-23	-0.1	-2	3	100*	3	-68	-69*	-206*
CCNC(=O)NC(=O)C(C)OC(=O)[C@H](C)NS(=O)(=O)c1c(C)c(C)cc(C)c1C (some centres not stated)	2	2	-0.8	9	6	-10	-1	4	-16	6
